Screens deposited in PubChem by several laboratories.
dFosB act: activators of mouse delta FosB homodimer. P13346. purified delta FosB, TAMRA-CDK5 oligo fluorescence polarization; percent of positive-control signal above neutral wells. activation, % at 25 µM. actives 0.99% (n = 340,000);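 active = mean activation above about 17%, with every replicate also reaching it, limit read from the data, passing the limit was not always enough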;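 note: fluorescence polarization rise as delta FosB binds a TAMRA Cdk5 AP-1 oligo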
Target sequence (P13346 whole entry, looked up): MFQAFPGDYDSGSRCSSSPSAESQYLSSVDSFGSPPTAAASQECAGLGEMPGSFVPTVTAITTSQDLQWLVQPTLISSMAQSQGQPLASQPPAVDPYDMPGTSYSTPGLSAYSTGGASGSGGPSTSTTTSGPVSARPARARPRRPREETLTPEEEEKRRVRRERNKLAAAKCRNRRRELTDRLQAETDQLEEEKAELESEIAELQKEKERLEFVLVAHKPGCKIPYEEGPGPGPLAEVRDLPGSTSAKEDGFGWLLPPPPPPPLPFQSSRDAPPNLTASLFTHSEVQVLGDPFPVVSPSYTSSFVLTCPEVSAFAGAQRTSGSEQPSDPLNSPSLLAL
PfHsp90 set2: inhibits growth of yeast expressing Plasmodium falciparum Hsp90 | S. cerevisiae expressing PfHsp90, BacTiter-Glo ATP, 48 h; yeast lacking PDR1 and PDR3 efflux regulators | inhibition, % at 9.4 µM | actives 0.32% (n = 310,000);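 active = every replicate shows inhibition above about 80%, whatever the replicate mean, limit read from the data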;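 note: 0% = DMSO neutral controls and 100% = 20 µM radicicol positive controls; yeast relying on Plasmodium falciparum Hsp90 in place of its own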
NSD2 inh: inhibitors of human histone methyltransferase NSD2. inhibition, % at 12.5 µM. NSD2 peptide methylation, AlphaScreen, 120 min. actives 0.54% (n = 310,000); in the data active = inhibition above about 50%
RTF Ca sens inh: cardiac RTF calcium desensitization. P19429+P45379. IANBD-labeled cardiac RTF, Ca2+ fluorescence. inhibition, % at 7.15 µM. actives 0.12% (n = 340,000). AID 493244;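 active = inhibition above the mean inhibition of all tested compounds plus 3 SD, cut at about 17% in these data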;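 note: assay run at fixed EC70 calcium of 1.6 mM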
cardiac RTF act: increases calcium sensitivity of human cardiac regulated thin filaments; actives 0.24% (n = 340,000); IANBD-labeled TnC RTF fluorescence at EC20 calcium; 0% EC20 calcium, 100% full calcium; P19429+P45379; activation, % at 7.2 µM;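 active = activation above the mean over all tested compounds plus 3 SD, cut at about 30% in these data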;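 note: rise in fluorescence read as greater calcium sensitivity of cardiac thin filaments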
Keap1 Nrf2 FP: inhibitors of human Keap1-Nrf2 protein-protein interaction; actives 0.15% (n = 340,000); Q14145; inhibition, % at 9.4 µM; Keap1 Kelch-Nrf2 peptide fluorescence polarization, 1536-well; in the data active = inhibition above about 12%;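 note: human Keap1 Kelch domain with fluorescein labeled Nrf2 9mer peptide probe; 0% = neutral control wells and 100% = peptide positive control; higher means more block of Keap1 binding to Nrf2 peptide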
PvdQ acylase: blocks Pseudomonas aeruginosa PvdQ acylase activity | inhibition, % at 10 µM | purified PvdQ acylase, fluorescence plate reader | actives 0.063% (n = 340,000); in the data active = inhibition above about 30%, passing the limit was not always enough;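 note: 0% = vehicle neutral wells and 100% = reference inhibitor wells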
LANA DNA inh: blocks KSHV LANA C-terminal domain binding to DNA; MBP-C-LANA/FAM-LBS DNA binding, fluorescence polarization; inhibition, % at 9 µM; actives 0.078% (n = 340,000);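 active = highest replicate inhibition at or above 60% at 9 µM, even if other replicates fall short; inactive = all replicates below 60% inhibition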;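 note: 0% = neutral control wells and 100% = 4 µM acridine orange control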
SUMO Mot1 rescue: SUMOylation pathway inhibition by Mot1-301 growth rescue. growth rescue, % at 18.8 µM. AID 2716. S. cerevisiae Mot1-301 growth rescue, ATP luminescence, 38.5C; percent above DMSO median, 100 means doubled. actives 1% (n = 320,000);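 active = every valid replicate shows activation above 250% relative to neutral control wells; inactive = the rest, any valid replicate at or below 250%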;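 note: OY570 slx delta 5 strain wells were the positive control but not used for scaling; some compounds called inactive have numbers as strong as hits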
Rtt109 Vps75: blocks Candida albicans Rtt109/Vps75 acetyltransferase activity. Q5AAJ8. purified Rtt109/Vps75, ThioGlo CoA-SH fluorescence, 4 h. inhibition, % at 34.9 µM. actives 0.16% (n = 330,000). AID 540336;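 active = inhibition of at least 50% in every replicate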
Target sequence (Q5AAJ8 whole entry, looked up): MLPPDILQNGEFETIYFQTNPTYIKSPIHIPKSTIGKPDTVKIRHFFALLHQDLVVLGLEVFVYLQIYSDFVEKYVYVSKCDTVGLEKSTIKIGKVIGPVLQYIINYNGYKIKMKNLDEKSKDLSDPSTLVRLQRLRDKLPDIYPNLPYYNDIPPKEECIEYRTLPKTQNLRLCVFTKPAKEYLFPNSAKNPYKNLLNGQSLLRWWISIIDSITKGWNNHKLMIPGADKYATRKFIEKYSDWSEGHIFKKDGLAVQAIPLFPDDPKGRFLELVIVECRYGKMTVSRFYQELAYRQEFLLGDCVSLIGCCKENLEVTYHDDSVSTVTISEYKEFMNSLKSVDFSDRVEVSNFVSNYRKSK
CDK5 p35 inh: CDK5/p35 (human) kinase inhibition; Q00535+Q15078; Recombinant CDK5/p35, ADP-Glo luminescence, 60 min; inhibition, % at 10 µM; actives 0.01% (n = 330,000); AID 488839;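 active = highest replicate inhibition of at least 50% and at least 75% of replicates reaching 50%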;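 note: plate controls were DMSO neutral control for no effect and GW8510 at 10 µM for full effect; many of its hits are not listed in these tables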
* marks the source's active call; other numbers are inactive results; · = not tested or not shown. Not a hit list; any-hit rate near 3.2%.

1) O=C1NC(c2ccncc2)Nc2sc3c(c21)CCCC3 (centres undefined)
2) COc1cccc(N2[C@@H](CC(=O)O)c3cc(C(F)(F)F)ccc3S2(=O)=O)c1
3) COCOc1ccc(-c2cc(=O)c3c(O)cc(OCOC)cc3o2)cc1
4) O=C(OCCC1Oc2cccnc2NC1=O)c1ccc(Cl)cc1 (centres undefined)
5) C#CCOCCOCCOCCNc1nc(N2CCN(C(=O)[C@H](CCCCN)n3cc([C@@H](N)C(C)CC)nn3)CC2)nc(N2CCN(C(=O)[C@H](Cc3cc4ccccc4[nH]3)n3cc([C@@H](N)C(C)CC)nn3)CC2)n1 (some centres undefined)
6) CCc1ccc(N2CC(C(=O)OC)CC2=O)cc1 (centres undefined)
7) Cc1cc([N+](=O)[O-])nn1CCC(=O)NC1CCCCCC1
8) COc1ccccc1CNC(=O)C(NC(=O)C1CCCCC1)C(C)C (centres undefined)
compound no.	1	2	3	4	5	6	7	8
dFosB act	-9	1	2	-8	63*	-7	-3	-3
PfHsp90 set2	3	·	-21	0	21	-48	21	-6
NSD2 inh	0	·	·	·	·	-1	-3	-19
RTF Ca sens inh	-5	-1	4	-5	-5	-19	-6	8
cardiac RTF act	-7	1	-2	1	12	9	1	-1
Keap1 Nrf2 FP	-6	-5	-1	-5	-29	-4	-2	1
PvdQ acylase	-7	-13	-12	-13	-18	-9	-14	-11
LANA DNA inh	0.4	5.5	-1.0	0.7	-8.9	0.6	-1.2	-1.0
SUMO Mot1 rescue	-11	-28	-19	5	-10	14	3	3
Rtt109 Vps75	-4	0	7	1	2	-9	-5	-3
CDK5 p35 inh	-1.6	-2.5	-0.3	-1.0	6.6	-0.1	-2.0	1.1

9) COc1ccc(Nc2ncnc3c2c(C)c(C)n3CCCN(C)C)cc1
10) CCN(C[C@H]1N[C@@](C)(C(=O)OC)[C@H]2C(=O)N(C)C(=O)[C@@H]12)C(=O)Nc1ccc(Cl)cc1
11) Cc1ccc(C)c(C(=O)CN2C(=O)c3ccccc3S2(=O)=O)c1
12) CCn1c(=O)c2ccccc2n(Cc2ccc([N+](=O)[O-])cc2)c1=O
13) COc1ccc(C(=O)OCC(=O)NCC2CCCCC2)cc1F
14) COc1ccc(S(=O)(=O)N2CCC(C(=O)Nc3nnc(C)s3)CC2)cc1OC
15) O=C(c1cc2c(s1)CCCC2)N1CCN(S(=O)(=O)c2ccccc2C(F)(F)F)CC1
16) Fc1ccc(-c2csc3ncnc(N4CCN(c5ccccc5)CC4)c23)cc1
compound no.	9	10	11	12	13	14	15	16
dFosB act	3	6	2	2	-3	-6	-16	-10
PfHsp90 set2	-8	5	1	63	·	-11	-22	-19
NSD2 inh	12	·	1	3	0	-3	20	1
RTF Ca sens inh	-5	-11	-12	-3	-13	-6	-7	-7
cardiac RTF act	-4	-3	10	-9	3	1	-5	-2
Keap1 Nrf2 FP	0	3	-5	-1	-5	1	-1	-5
PvdQ acylase	-15	7	-8	7	-8	-12	-15	10
LANA DNA inh	1.0	-2.1	2.0	0.7	0.7	-1.3	-0.7	-2.0
SUMO Mot1 rescue	3	1	-2	6	·	1	182	-8
Rtt109 Vps75	-10	2	-17	6	3	-4	-3	3
CDK5 p35 inh	0.5	-4.7	0.2	0.6	0.3	0.8	-1.2	1.9

17) Cc1cc(NC(=O)CSc2nnc(-c3ccc(Br)o3)n2Cc2ccccc2)no1
18) c1ccc2c(C[C@@H]3CNCCN3CC3CCCCC3)cccc2c1
19) O=C(NCCc1ccccc1)C1CCCN(c2cnccn2)C1 (centres undefined)
20) Cc1ccnc(NC(=O)CCC(=O)N(CC(=O)NCc2ccccc2)Cc2ccc(F)cc2)c1
21) C=CCNc1scc(-c2ccccc2)[n+]1CC=C
22) C#CCOCCOCCOCCNc1nc(N2CCN(C(=O)[C@H]([C@@H](C)CC)n3cc([C@@H](N)CC(C)C)nn3)CC2)nc(N2CCN(C(=O)[C@H](Cc3ccc(O)cc3)n3cc([C@@H](N)C(C)CC)nn3)CC2)n1 (some centres undefined)
23) Clc1cccc(-c2ccc(/C=N/n3cnnc3)o2)c1Cl
24) COc1ccccc1CNC(=O)[C@H](C)NC(=O)[C@@H]1Cc2ccccc2CN1
compound no.	17	18	19	20	21	22	23	24
dFosB act	-3	-1	8	-23	2	13	-25	-5
PfHsp90 set2	14	16	5	4	-4	0	-35	1
NSD2 inh	-3	·	-2	1	14	·	2	-3
RTF Ca sens inh	-14	5	-6	4	-11	-6	-10	2
cardiac RTF act	3	-10	-2	-6	1	-2	1	6
Keap1 Nrf2 FP	4	1	-4	-1	-2	-6	2	-9
PvdQ acylase	-3	-5	-8	7	-9	2	-7	-14
LANA DNA inh	3.1	-3.0	-0.1	4.1	1.7	-1.9	-1.1	0.1
SUMO Mot1 rescue	-7	-3	·	33	-14	-13	5	24
Rtt109 Vps75	1	2	3	6	8	28	-9	-3
CDK5 p35 inh	-1.8	0.3	0.2	0.4	-0.6	-0.9	1.4	0.3

25) O=C(CC12CC3CC(CC(C3)C1)C2)NCC(=O)N1CCc2ccccc2C1
26) COc1cccc(NC(=O)CN(C)C(=O)C(C)Sc2ccccc2)c1 (centres undefined)
27) Cc1nn(-c2ccc(F)cc2)c2sc(C(=O)N3CCCCCC3)cc12
28) CCCSC1=C(C#N)C2(CCCCC2)C(C#N)=C(N)N1
29) N=c1sccn1CC(=O)Nc1cccc(S(N)(=O)=O)c1
30) O=c1c2sc(-c3ccccc3)cc2nc2n1CCC2
31) Clc1ccccc1CONc1ncnc2nonc12
32) CCCn1c(SCC(=O)Nc2nc3c(s2)CCCC3)nc2c1c(=O)n(C)c(=O)n2C
compound no.	25	26	27	28	29	30	31	32
dFosB act	-7	-7	-8	-3	0	-32	-9	3
PfHsp90 set2	-1	·	4	3	-36	67	8	·
NSD2 inh	-17	0	2	0	-3	-5	·	0
RTF Ca sens inh	-7	-6	5	-5	-10	-2	0	-5
cardiac RTF act	-7	0	-2	2	-3	-2	-3	-4
Keap1 Nrf2 FP	5	1	0	-2	-6	-4	-7	2
PvdQ acylase	18	-5	-9	-2	5	-9	13	-3
LANA DNA inh	0.6	-1.6	1.3	-2.6	0.2	0.7	5.1	1.3
SUMO Mot1 rescue	143	·	·	-8	489*	-7	-17	9
Rtt109 Vps75	4	-5	5	-4	7	-4	·	-4
CDK5 p35 inh	-1.2	-1.5	-1.4	-0.2	0.4	1.4	1.9	-3.1

33) C#CCOC(=O)C[N+](C)(C)CC=C
34) Cc1ccccc1NC(=O)NC1CCCc2ccccc21 (centres undefined)
35) COc1ccc(CN2CCNC(=O)C2CC(=O)NC2CCCCCC2)cc1C (centres undefined)
36) O=C(Cc1cccs1)N1CCN=C1SCc1ccccc1F
37) CC(=O)c1ccc(OCCCC(=O)NC2=NCCS2)cc1
38) CCOC(=O)c1ccccc1Nc1cc(C)nc2nc(C)nn12
39) Cc1ccccc1S(=O)(=O)N1CC(C(=O)O)=CC[C@H]1c1ccc(Cl)cc1
40) CCN1CCN(S(=O)(=O)c2ccc(Cl)c(C(=O)Nc3cc(Cl)ccc3N3CCOCC3)c2)CC1
compound no.	33	34	35	36	37	38	39	40
dFosB act	3	9	-2	-42	4	-38	2	-3
PfHsp90 set2	-8	14	9	30	17	·	1	-43
NSD2 inh	-4	-3	16	-3	0	·	·	0
RTF Ca sens inh	-6	-4	1	8	-3	-3	0	-5
cardiac RTF act	4	2	-1	7	2	6	0	-1
Keap1 Nrf2 FP	1	3	-2	-4	6	1	2	1
PvdQ acylase	0	-16	18	-26	-10	7	1	-3
LANA DNA inh	-3.4	0.4	0.3	0.2	-3.4	-1.8	-2.4	0.6
SUMO Mot1 rescue	13	-8	10	5	·	8	-12	-4
Rtt109 Vps75	2	1	-8	12	-3	18	4	13
CDK5 p35 inh	-0.6	0.7	-1.7	-2.3	1.4	1.3	-2.1	-0.8

2 of the compounds above, field by field.
37: CC(=O)c1ccc(OCCCC(=O)NC2=NCCS2)cc1
- dFosB act = 4
- PfHsp90 set2 = 17
- NSD2 inh = 0
- RTF Ca sens inh = -3
- cardiac RTF act = 2
- Keap1 Nrf2 FP = 6
- PvdQ acylase = -10
- LANA DNA inh = -3.4
- SUMO Mot1 rescue = ·
- Rtt109 Vps75 = -3
- CDK5 p35 inh = 1.4
38: CCOC(=O)c1ccccc1Nc1cc(C)nc2nc(C)nn12
- dFosB act = -38
- PfHsp90 set2 = ·
- NSD2 inh = ·
- RTF Ca sens inh = -3
- cardiac RTF act = 6
- Keap1 Nrf2 FP = 1
- PvdQ acylase = 7
- LANA DNA inh = -1.8
- SUMO Mot1 rescue = 8
- Rtt109 Vps75 = 18
- CDK5 p35 inh = 1.3

Further records.
41) COC(=O)/C=C/c1sc2nc(C)cc(C)c2c1N=CN(C)C
42) CCOc1ccc(S(=O)(=O)Nc2cccc(C(=O)NCC(c3ccco3)N3CCCC3)c2)cc1 (centres undefined)
43) O=C(N[C@@H](Cc1ccccc1)C(=O)NC1CCCCC1)c1ccco1
44) CC(C)(C)NS(=O)(=O)c1ccc(CCC(=O)N2CCCC2)cc1
45) Cc1ccc(S(=O)(=O)NCCCCCC(=O)NC(C)(C)CO)cc1
compound no.	41	42	43	44	45
dFosB act	-15	-4	4	0	5
PfHsp90 set2	20	2	22	21	5
NSD2 inh	-4	-4	-2	-1	0
RTF Ca sens inh	·	-3	6	4	-3
cardiac RTF act	·	3	-2	2	5
Keap1 Nrf2 FP	-7	-4	-2	0	-1
PvdQ acylase	-10	-14	-1	6	-6
LANA DNA inh	20	-2.1	0.4	-0.7	0.3
SUMO Mot1 rescue	·	-2	425	0	-2
Rtt109 Vps75	-21	0	9	2	-2
CDK5 p35 inh	1.9	0.3	-1.4	-0.4	-0.5

Excerpt: compounds 41 to 42
41) COC(=O)/C=C/c1sc2nc(C)cc(C)c2c1N=CN(C)C
42) CCOc1ccc(S(=O)(=O)Nc2cccc(C(=O)NCC(c3ccco3)N3CCCC3)c2)cc1 (centres undefined)
compound no.	41	42
dFosB act	-15	-4
PfHsp90 set2	20	2
NSD2 inh	-4	-4
RTF Ca sens inh	·	-3
cardiac RTF act	·	3
Keap1 Nrf2 FP	-7	-4
PvdQ acylase	-10	-14
LANA DNA inh	20	-2.1
SUMO Mot1 rescue	·	-2
Rtt109 Vps75	-21	0
CDK5 p35 inh	1.9	0.3
